Wnt act = Wnt/beta-catenin pathway activation. activation, % at 9.35 µM. actives 1.2% (n = 300,000). AID 743398. Wnt/beta-catenin reporter cell assay, activator, plate reader; in the data active = activation above about 30%, passing the limit was not always enough;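 note: 0% = neutral control wells and 100% = positive control wells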
Pemphigus Ab inh = blocks pemphigus antibody binding to human desmoglein-3. P32926. actives 0.48% (n = 310,000). binding (percent of control), % at 10 µM. DSG3-coupled beads, scFv-anti-DSG3-GFP binding, flow cytometry; active compounds read low. AID 588358;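 active = binding more than 3 SD below its plate's average and above zero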;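 note: hits lower antibody fragment binding to DSG3; some compounds called inactive have numbers as strong as hits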
Arr AP2 block = blocks beta-arrestin peptide binding to AP2 adaptin | FITC-arrestin peptide / GST-AP2 beads, flow cytometry; AP2 beta2 appendage carries R879A mutation | inhibition, % at 10 µM | actives 0.31% (n = 340,000) | AID 504490;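 active = inhibition above a set limit, near 3 SD of compounds lacking own fluorescence, cut at about 54% in these data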;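 note: plate controls were DMSO wells for no effect and 5 µM unlabelled arrestin peptide for full effect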
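System: GST-AP2 R879A glutathione beads | Also added: FITC-arrestin peptide, 50 nM | Times: 12 min plus 1 h, RT | Signal: Bead flow cytometry, FITC channel | Buffer or medium: PBS with 0.05% Tween 20 and 0.1% BSA | Read-out basis: Percent drop in bead-associated FITC signal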
cardiac RTF act = cardiac RTF calcium sensitization | P19429+P45379 | IANBD-labeled TnC RTF fluorescence at EC20 calcium; 0% EC20 calcium, 100% full calcium | activation, % at 7.2 µM | actives 0.24% (n = 340,000) | AID 493008;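 active = activation above the mean over all tested compounds plus 3 SD, cut at about 30% in these data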;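 note: rise in fluorescence read as greater calcium sensitivity of cardiac thin filaments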
OPRM1-OPRD1 inv = inverse agonists of human mu-delta opioid receptor heterodimerization. inhibition, % at 9.3 µM. actives 0.21% (n = 340,000). cell-based MOR-DOR heterodimer luminescence, inverse agonism. P35372+P41143; in the data active = inhibition above about 22%, passing the limit was not always enough;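 note: 0% = cells with DMSO and 100% = wells without cells with DMSO; values of inactives mirror those of a sister screen read the other way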
Keap1 Nrf2 FP = Keap1-Nrf2 (human) interaction inhibition; AID 504523; actives 0.15% (n = 340,000); Keap1 Kelch-Nrf2 peptide fluorescence polarization, 1536-well; inhibition, % at 9.4 µM; Q14145; in the data active = inhibition above about 12%;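 note: human Keap1 Kelch domain with fluorescein labeled Nrf2 9mer peptide probe; 0% = neutral control wells and 100% = peptide positive control; higher means more block of Keap1 binding to Nrf2 peptide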
Target sequence (Q14145 whole entry, looked up, the tested form may be a part): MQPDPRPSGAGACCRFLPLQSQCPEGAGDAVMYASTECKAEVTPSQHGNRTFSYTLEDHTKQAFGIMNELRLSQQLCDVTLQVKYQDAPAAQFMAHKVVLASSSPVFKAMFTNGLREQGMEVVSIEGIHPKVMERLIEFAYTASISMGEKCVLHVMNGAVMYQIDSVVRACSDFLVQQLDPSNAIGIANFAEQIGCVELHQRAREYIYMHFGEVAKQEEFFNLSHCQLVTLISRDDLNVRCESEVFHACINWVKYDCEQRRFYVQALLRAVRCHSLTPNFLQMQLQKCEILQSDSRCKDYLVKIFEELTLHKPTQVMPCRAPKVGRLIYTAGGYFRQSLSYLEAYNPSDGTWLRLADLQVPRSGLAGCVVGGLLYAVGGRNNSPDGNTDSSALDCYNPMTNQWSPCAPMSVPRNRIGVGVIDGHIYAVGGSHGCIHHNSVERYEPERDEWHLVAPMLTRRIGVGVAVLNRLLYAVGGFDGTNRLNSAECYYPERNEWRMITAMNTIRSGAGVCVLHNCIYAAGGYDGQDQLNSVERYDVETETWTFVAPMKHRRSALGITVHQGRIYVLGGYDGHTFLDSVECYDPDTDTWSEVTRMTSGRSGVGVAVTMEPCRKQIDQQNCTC
RTF Ca sens inh = cardiac RTF calcium desensitization | P19429+P45379 | IANBD-labeled cardiac RTF, Ca2+ fluorescence | inhibition, % at 7.15 µM | actives 0.12% (n = 340,000) | AID 493244;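 active = inhibition above the mean inhibition of all tested compounds plus 3 SD, cut at about 17% in these data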;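 note: assay run at fixed EC70 calcium of 1.6 mM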
V-ATPase pHluor = regulators of yeast V-ATPase proton transport; S. cerevisiae, pHLuorin cytosolic pH fluorescence; response, % at 10 µM; actives 0.37% (n = 350,000); AID 504577; in the data active = response mostly above about 7.3%, no sharp cut-off; inactive = mostly below about 5.4%; note: actives read high; inactives centre near 0; some compounds called inactive have numbers as strong as hits; reference of the scale not given here
MOR-DOR ag = OPRM1-OPRD1 heterodimerization agonism. P35372+P41143. cells, luminescence. activation, % at 9.3 µM. actives 0.3% (n = 340,000); in the data active = activation above about 18%;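 note: 0% = vehicle-treated cells and 100% = reference agonist; values of inactives mirror those of a sister screen read the other way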
C-LANA FP = inhibitors of KSHV LANA C-terminal domain DNA binding | MBP-C-LANA/FAM-LBS DNA binding, fluorescence polarization | inhibition, % at 9 µM | actives 0.078% (n = 340,000);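 active = highest replicate inhibition at or above 60% at 9 µM, even if other replicates fall short; inactive = all replicates below 60% inhibition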;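 note: 0% = neutral control wells and 100% = 4 µM acridine orange control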
* = called active by the depositor. Compounds as they come; 3.1% or so of the library scored in one or more.

Results for Cc1cc(C(=O)CSc2nn3c(=O)c(C(C)(C)C)nnc3s2)c(C)n1C ?
Wnt act: -2; Pemphigus Ab inh: 93; Arr AP2 block: -19; cardiac RTF act: 1; OPRM1-OPRD1 inv: 9; Keap1 Nrf2 FP: 0; RTF Ca sens inh: 10; V-ATPase pHluor: -1; MOR-DOR ag: -1.9; C-LANA FP: -0.4

How did CCC(C)[C@@H]1NC(=O)N(CCCN2CCCC2=O)C1=O (some centres undefined) do in these assays?
Wnt act: 0; Pemphigus Ab inh: 102; Arr AP2 block: 40; cardiac RTF act: -5; OPRM1-OPRD1 inv: 17; Keap1 Nrf2 FP: 0; RTF Ca sens inh: -1; V-ATPase pHluor: -4; MOR-DOR ag: -3.6; C-LANA FP: -0.1

Results for CC(C)Sc1nc(NCc2ccco2)c2c3c(sc2n1)COC(C)(C)C3 ?
Pemphigus Ab inh: 108; Arr AP2 block: 3; cardiac RTF act: 2; OPRM1-OPRD1 inv: -13; Keap1 Nrf2 FP: -2; RTF Ca sens inh: -9; V-ATPase pHluor: -2; MOR-DOR ag: 2.3; C-LANA FP: 0.8

How did CC(C)(C)CN1CCNC(=O)C1CC(=O)NCCc1ccccc1C(F)(F)F (centres undefined) do in these assays?
Wnt act: 0; Pemphigus Ab inh: 101; Arr AP2 block: 30; cardiac RTF act: 0; OPRM1-OPRD1 inv: 12; Keap1 Nrf2 FP: -2; RTF Ca sens inh: -11; V-ATPase pHluor: -3; MOR-DOR ag: -2.3; C-LANA FP: -0.8

How did O=C(c1ccco1)N1CCN(Cc2nc3ccccc3[nH]2)CC1 do in these assays?
Wnt act: 0; Pemphigus Ab inh: 99; Arr AP2 block: 11; cardiac RTF act: -3; OPRM1-OPRD1 inv: 13; Keap1 Nrf2 FP: -5; RTF Ca sens inh: -1; V-ATPase pHluor: -3; MOR-DOR ag: -3.4; C-LANA FP: 0.7

How did COc1ccc(C(C(N)=O)c2ncc(C(F)(F)F)cc2Cl)cc1 (centres undefined) do in these assays?
Wnt act: -2; Pemphigus Ab inh: 86; Arr AP2 block: -5; cardiac RTF act: -1; OPRM1-OPRD1 inv: 10; Keap1 Nrf2 FP: -3; RTF Ca sens inh: 0; V-ATPase pHluor: -4; MOR-DOR ag: -1.5; C-LANA FP: -0.3

How did COc1cccc(C(=O)NNC(=O)Cc2ccc([N+](=O)[O-])cc2)c1 do in these assays?
Wnt act: -1; Pemphigus Ab inh: 89; Arr AP2 block: 4; cardiac RTF act: 4; OPRM1-OPRD1 inv: 4; Keap1 Nrf2 FP: -1; RTF Ca sens inh: 2; V-ATPase pHluor: -2; MOR-DOR ag: -0.8; C-LANA FP: 0.6

What do the screens show for `CCC(=O)Nc1ccc(NC(=O)c2oc3ccccc3c2C)cc1`?
Wnt act: -4; Pemphigus Ab inh: 115; Arr AP2 block: 4; cardiac RTF act: -9; OPRM1-OPRD1 inv: 16; Keap1 Nrf2 FP: -2; RTF Ca sens inh: 1; V-ATPase pHluor: 4; MOR-DOR ag: -3.2; C-LANA FP: 1.2

Results for O=C(CN1CCSC1=O)N1CCN(S(=O)(=O)c2ccc(F)cc2)CC1 ?
Wnt act: 2; Pemphigus Ab inh: 101; Arr AP2 block: 25; cardiac RTF act: 2; OPRM1-OPRD1 inv: 0; Keap1 Nrf2 FP: 4; RTF Ca sens inh: 8; V-ATPase pHluor: 1; MOR-DOR ag: 0.0; C-LANA FP: -0.2

How did COc1cccc(OCC(=O)NCC2CCCO2)c1 (centres undefined) do in these assays?
Wnt act: 6; Arr AP2 block: -8; cardiac RTF act: -4; OPRM1-OPRD1 inv: 9; Keap1 Nrf2 FP: 0; RTF Ca sens inh: 3; V-ATPase pHluor: -2; MOR-DOR ag: -2.2; C-LANA FP: -0.7

What do the screens show for `O=C(NCC1CCCO1)c1ccc(Oc2ccc([N+](=O)[O-])cc2)cc1` (centres undefined)?
Wnt act: -1; Pemphigus Ab inh: 100; Arr AP2 block: 2; cardiac RTF act: 1; OPRM1-OPRD1 inv: -3; Keap1 Nrf2 FP: -4; RTF Ca sens inh: -3; V-ATPase pHluor: 0; MOR-DOR ag: 0.6; C-LANA FP: -0.1

How did CCOC(=O)C1CCCN(C(=O)CSc2nnc3nc(C)cc(C)n23)C1 (centres undefined) do in these assays?
Wnt act: -1; Pemphigus Ab inh: 112; Arr AP2 block: 32; cardiac RTF act: 0; OPRM1-OPRD1 inv: 10; Keap1 Nrf2 FP: -4; RTF Ca sens inh: 2; V-ATPase pHluor: -1; MOR-DOR ag: -2.5; C-LANA FP: 2.3

What do the screens show for `CC1CCc2sc(C(=O)Nc3nnc(SCc4ccc(F)cc4)s3)cc2C1` (centres undefined)?
Pemphigus Ab inh: 97; Arr AP2 block: 22; cardiac RTF act: -1; OPRM1-OPRD1 inv: 13; Keap1 Nrf2 FP: -3; RTF Ca sens inh: 1; V-ATPase pHluor: 2; MOR-DOR ag: -2.8; C-LANA FP: -0.9

Results for O=C(O)c1ccc2c(c1)C(=O)N(c1ncccn1)C2=O ?
Wnt act: -5; Pemphigus Ab inh: 108; Arr AP2 block: 9; cardiac RTF act: 4; OPRM1-OPRD1 inv: 13; Keap1 Nrf2 FP: -2; RTF Ca sens inh: -7; V-ATPase pHluor: -2; MOR-DOR ag: -2.7; C-LANA FP: 0.8

Results for CC1CC1C(=O)Nc1nc2ccc(Cl)cc2s1 (centres undefined) ?
Wnt act: 54*; Pemphigus Ab inh: 114; Arr AP2 block: -19; cardiac RTF act: -1; OPRM1-OPRD1 inv: -24; Keap1 Nrf2 FP: 1; RTF Ca sens inh: -5; V-ATPase pHluor: 12; MOR-DOR ag: 4.4; C-LANA FP: -0.9

How did O=C(NCCOc1ccccc1)c1n[nH]c(=O)c2ccccc12 do in these assays?
Pemphigus Ab inh: 106; Arr AP2 block: 4; cardiac RTF act: 0; OPRM1-OPRD1 inv: 21; Keap1 Nrf2 FP: 3; RTF Ca sens inh: -3; V-ATPase pHluor: 1; MOR-DOR ag: -3.9; C-LANA FP: -0.2

How did CCOC(=O)C1(C(=O)OCC)COC(=O)C2(CC)OC21 (centres undefined) do in these assays?
Wnt act: -1; Pemphigus Ab inh: 102; Arr AP2 block: 41; cardiac RTF act: -4; OPRM1-OPRD1 inv: 15; Keap1 Nrf2 FP: -1; RTF Ca sens inh: 1; V-ATPase pHluor: -5; MOR-DOR ag: -3.5; C-LANA FP: 0.8

What do the screens show for `COCCC(=O)Nc1ccc2c(c1)CN(C(=O)CCOC)CC2`?
Wnt act: -1; Pemphigus Ab inh: 98; Arr AP2 block: 21; cardiac RTF act: 4; OPRM1-OPRD1 inv: 12; Keap1 Nrf2 FP: -1; RTF Ca sens inh: -7; V-ATPase pHluor: -4; MOR-DOR ag: -2.5; C-LANA FP: 0.6

How did CC(=O)c1cccc(S(=O)(=O)Nc2c(C)nn(C)c2C)c1 do in these assays?
Wnt act: 4; Arr AP2 block: -5; cardiac RTF act: 0; OPRM1-OPRD1 inv: 0; Keap1 Nrf2 FP: -1; RTF Ca sens inh: 1; V-ATPase pHluor: -3; MOR-DOR ag: 0.1; C-LANA FP: 1.4

What do the screens show for `O=C(NCc1cccs1)C1CC(c2ccc(F)cc2)=NO1` (centres undefined)?
Wnt act: -1; Pemphigus Ab inh: 87; Arr AP2 block: -9; cardiac RTF act: -6; OPRM1-OPRD1 inv: 1; Keap1 Nrf2 FP: -2; RTF Ca sens inh: -8; V-ATPase pHluor: -1; MOR-DOR ag: -0.2; C-LANA FP: 1.0

At a glance, some entries already given:
How did CC(=O)c1cccc(S(=O)(=O)Nc2c(C)nn(C)c2C)c1 do in these assays?
Wnt act: 4; Arr AP2 block: -5; cardiac RTF act: 0; OPRM1-OPRD1 inv: 0; Keap1 Nrf2 FP: -1; RTF Ca sens inh: 1; V-ATPase pHluor: -3; MOR-DOR ag: 0.1; C-LANA FP: 1.4

What do the screens show for `O=C(NCc1cccs1)C1CC(c2ccc(F)cc2)=NO1` (centres undefined)?
Wnt act: -1; Pemphigus Ab inh: 87; Arr AP2 block: -9; cardiac RTF act: -6; OPRM1-OPRD1 inv: 1; Keap1 Nrf2 FP: -2; RTF Ca sens inh: -8; V-ATPase pHluor: -1; MOR-DOR ag: -0.2; C-LANA FP: 1.0

Next part
How did CCCCOCCCNC(=O)CN1C(=O)c2ccccc2C1=O do in these assays?
Wnt act: -1; Pemphigus Ab inh: 100; Arr AP2 block: -2; cardiac RTF act: 4; OPRM1-OPRD1 inv: 8; Keap1 Nrf2 FP: -7; RTF Ca sens inh: -8; V-ATPase pHluor: -2; MOR-DOR ag: -1.4; C-LANA FP: -0.6

Results for CC(C)CC(C(=O)Nc1oc(-c2ccco2)c(-c2ccco2)c1C#N)N1C(=O)c2ccccc2C1=O (centres undefined) ?
Wnt act: -1; Arr AP2 block: 2; cardiac RTF act: -3; OPRM1-OPRD1 inv: 11; Keap1 Nrf2 FP: -6; RTF Ca sens inh: -2; V-ATPase pHluor: 2; MOR-DOR ag: -1.9; C-LANA FP: 0.6

Results for CSc1ccccc1NC(=O)CSc1nnc(CNC(=O)c2ccccc2F)n1C ?
Wnt act: 1; Pemphigus Ab inh: 113; Arr AP2 block: 4; cardiac RTF act: -3; OPRM1-OPRD1 inv: 12; Keap1 Nrf2 FP: -1; RTF Ca sens inh: -13; V-ATPase pHluor: 2; MOR-DOR ag: -2.3; C-LANA FP: 0.5

What do the screens show for `COc1cccc(-c2ccc(NC(=O)C3CCCN(CCCn4cccn4)C3)cc2)c1` (centres undefined)?
Wnt act: 6; Pemphigus Ab inh: 105; Arr AP2 block: 16; cardiac RTF act: -5; OPRM1-OPRD1 inv: 1; Keap1 Nrf2 FP: -5; RTF Ca sens inh: 0; V-ATPase pHluor: -2; MOR-DOR ag: -0.1; C-LANA FP: -3.6

Results for CCN(CC)CCOC(c1ccccc1)c1ccc(C)cc1 (centres undefined) ?
Pemphigus Ab inh: 102; Arr AP2 block: 8; cardiac RTF act: -2; OPRM1-OPRD1 inv: 14; Keap1 Nrf2 FP: -2; RTF Ca sens inh: 13; V-ATPase pHluor: -1; MOR-DOR ag: -2.8; C-LANA FP: -0.6

What do the screens show for `CCCCCn1c(CNC(=O)CCC)nc2ccccc21`?
Wnt act: -3; Pemphigus Ab inh: 109; Arr AP2 block: 17; cardiac RTF act: 4; OPRM1-OPRD1 inv: 3; Keap1 Nrf2 FP: -2; RTF Ca sens inh: -9; V-ATPase pHluor: -1; MOR-DOR ag: -0.5; C-LANA FP: 1.4

How did C[C@H](CO)N1C[C@H](C)[C@@H](CN(C)C(=O)Nc2ccc(C(F)(F)F)cc2)Oc2c(NC(=O)c3ccncc3)cccc2C1=O do in these assays?
Wnt act: -2; Pemphigus Ab inh: 99; Arr AP2 block: -4; cardiac RTF act: -3; OPRM1-OPRD1 inv: 9; Keap1 Nrf2 FP: 2; RTF Ca sens inh: -7; V-ATPase pHluor: 1; MOR-DOR ag: -1.9; C-LANA FP: 0.3

What do the screens show for `Cc1ccc(N(C)C2=NC(=O)CS2)cc1Cl`?
Wnt act: 0; Pemphigus Ab inh: 118; Arr AP2 block: -2; cardiac RTF act: 10; OPRM1-OPRD1 inv: 14; Keap1 Nrf2 FP: 1; RTF Ca sens inh: -4; V-ATPase pHluor: -2; MOR-DOR ag: -2.8; C-LANA FP: -4.6

Bioassay records deposited in PubChem by several laboratories.
